Wee1 degr inh: blocks degradation of human Wee1 kinase; actives 1.2% (n = 220,000); HeLa Luc-Wee1K328M stability, luciferase luminescence; 100% = proteasome inhibitor MG132 effect; P30291; reporter increase, % at 5 µM;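 active = activation above the mean of all tested compounds plus 3 SD, set per screening run, cut at about 8.8% in these data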;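 also: cells exposed to compound for 20 h before luminescence read; 0% = DMSO alone and 100% = MG132 at 30 µM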
eIF4E 4G PPI: eIF4E/eIF4G interaction inhibition in translation initiation; P63073+Q04637; TR-FRET eIF4E-eIF4GI(517-606) binding, 2 h; inhibition, % at 21.7 µM; actives 0.37% (n = 220,000);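 active = inhibition above about 30%, limit read from the data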;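 also: 0% = full FRET control wells and 100% = background wells lacking eIF4GI fragment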
BaF3 parental: counter-screen for JAK2V617F inhibitors: parental Ba/F3 viability inhibitors. CellTiter-Glo ATP luminescence. inhibition, % at 5.6 µM. AID 1486. actives 1.1% (n = 220,000);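 active = inhibition above a per-campaign cutoff, the mean inhibition of all tested compounds plus 3 SD, cut at about 27% in these data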;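 also: 0% = DMSO wells and 100% = JAK Inhibitor I control wells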
Ba/F3 V617F tox: reduce viability of Ba/F3 cells dependent on JAK2V617F. Ba/F3 EpoR-JAK2V617F viability, ATP luminescence. inhibition, % at 5.6 µM. actives 1.1% (n = 220,000). AID 1446;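 active = inhibition above the campaign mean plus 3 SD over all tested compounds, cut at about 24% in these data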;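 also: cytokine-independent growth of Ba/F3 cells driven by EpoR plus mutant JAK2; 0% = DMSO-treated cells and 100% = JAK inhibitor I control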
NPY-Y2 PAM-ag: potentiates or activates human NPY-Y2 receptor | activation, % at 3.6 µM | cells expressing NPY-Y2, potentiator/agonist read-out | actives 0.45% (n = 220,000); in the data active = activation above about 27%;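 also: cells stimulated with NPY near EC25 plus isoproterenol at EC100; 0% = vehicle plus submaximal agonist and 100% = vehicle plus saturating agonist; some results beyond the cut were filed as inactive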
Target sequence (P49146 whole entry, looked up): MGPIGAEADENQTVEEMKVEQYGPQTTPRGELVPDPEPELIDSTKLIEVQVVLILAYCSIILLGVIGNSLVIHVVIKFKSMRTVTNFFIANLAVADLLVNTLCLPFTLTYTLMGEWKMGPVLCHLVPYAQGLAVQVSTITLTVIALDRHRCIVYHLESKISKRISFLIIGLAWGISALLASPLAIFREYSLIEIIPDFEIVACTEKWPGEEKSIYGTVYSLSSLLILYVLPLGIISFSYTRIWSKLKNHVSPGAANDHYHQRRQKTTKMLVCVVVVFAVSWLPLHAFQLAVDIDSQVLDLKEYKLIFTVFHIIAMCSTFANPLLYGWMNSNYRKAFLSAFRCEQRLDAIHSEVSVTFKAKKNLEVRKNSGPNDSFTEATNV
PERK inhibitor: human PERK inhibition, primary cell-based screen; Q9NZJ5; inhibition, % at 5.6 µM; actives 0.17% (n = 220,000); AID 1416; CHO PERK-DD fusion, SEAP luminescence translation reporter;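 active = inhibition above the mean inhibition of all tested compounds plus 3 SD, set separately per screening campaign, cut at about 2.9% in these data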;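 also: PERK kinase domain activated by AP20187 dimerizer at 100 nM; 0% = DMSO with dimerizer and 100% = rapamycin at 8.4 µM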
S1P4 ag: activates the human S1P4 receptor | O95977 | AID 1509 | actives 0.35% (n = 220,000) | activation, % at 4.98 µM | S1P4-expressing cell line, agonist reporter assay; in the data active = activation above about 11%;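 also: 0% = DMSO vehicle and 100% = reference agonist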
Target sequence (O95977 whole entry, looked up): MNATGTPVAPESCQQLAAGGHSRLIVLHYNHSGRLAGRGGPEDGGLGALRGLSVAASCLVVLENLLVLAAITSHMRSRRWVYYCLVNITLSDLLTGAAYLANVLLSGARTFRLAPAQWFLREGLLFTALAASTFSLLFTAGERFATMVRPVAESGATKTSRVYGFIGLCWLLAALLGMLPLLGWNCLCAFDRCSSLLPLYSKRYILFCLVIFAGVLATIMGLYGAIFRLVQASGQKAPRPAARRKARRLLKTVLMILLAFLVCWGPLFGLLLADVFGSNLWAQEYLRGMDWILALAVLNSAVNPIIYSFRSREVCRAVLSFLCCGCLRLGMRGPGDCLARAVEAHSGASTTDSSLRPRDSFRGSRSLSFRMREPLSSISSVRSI
Mdm2 ligase inh: Mdm2 E3 ligase (human) inhibition. cell-based MDM2 ubiquitination luciferase reporter, 2 h; 0 = plate control, 100 = twice control, blank-subtracted. signal enhancement, % at 5 µM. AID 1230. actives 0.11% (n = 210,000). Q00987;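 active = signal enhancement of 30% or more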;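 also: luminescence tracks abundance of the self-degrading MDM2-luciferase fusion protein; higher signal means inhibition of MDM2 E3 ligase activity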
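system = mammalian cells stably expressing self-ubiquitinating, self-degrading MDM2 E3–luciferase fusion | quantity = 2000 cells per well seeded | incubation = 4 h cell settling then 2 h compound exposure, 37 °C | signal = SteadyLite luminescence, 15 min reagent step | benchmarks = plate control and blank wells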
S1P4 antag: blocks the human S1P4 receptor. inhibition, % at 4.98 µM. S1P4-expressing cells, antagonist mode, reporter read-out. actives 0.26% (n = 220,000); in the data active = inhibition above about 29%;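 also: 0% = wells stimulated with agonist and 100% = vehicle wells without agonist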
Numbers without * were called inactive; . = no result given; [ ] = dose if it differs, or a comment.

Under each structure: Wee1 degr inh, eIF4E 4G PPI, BaF3 parental, Ba/F3 V617F tox, NPY-Y2 PAM-ag, PERK inhibitor, S1P4 ag, Mdm2 ligase inh, S1P4 antag
(1) CCC(C)C(NC(=O)OCc1ccccc1)C(=O)NC(Cc1ccc(O)cc1)C(=O)OC (centres undefined)
→ -3, 2, 6, 2, -21, 0.0, 2.0, 5, -1
(2) Clc1ccc(SCc2cc(-c3ccccc3)on2)cc1
→ 1, 2, 8, 0, -15, 0.4, -2.7, -2, -6
(3) CCN1CCN(c2ccc([N+](=O)[O-])cc2C(=O)c2ccc(Cl)cc2)CC1
→ 3, 1, 5, 0, 4, -0.3, 0.3, -1, -6
(4) COc1ccc2nc(SCCN(C)C)[nH]c2c1
→ -1, -3, 5, 2, -2, 0.2, 1.5, -10, 0
(5) O=C(Nc1nccs1)c1cn(-c2ccccc2)nc1-c1ccccc1
→ 1, 6, 5, 6, -4, -0.6, -1.1, -9, -8
(6) CCCN1C(=O)c2cc(C(=O)Nc3ccc(OC)c(OC)c3)ccc2C1Nc1ccc(OC)c(OC)c1 (centres undefined)
→ -2, -2, 7, -1, -5, 0.4, 0.9, -7, -11
(7) COc1ccc(C)cc1S(=O)(=O)N(CC(=O)Nc1cccc([N+](=O)[O-])c1)c1ccccc1
→ 0, 3[fluorescence artefact?], 7, 2, -1, 0.9, 4.4, -8, -11
(8) CCOC(=O)c1sc(-c2ccc(OC)cc2)cc1NC(C)=O
→ 6, 13, -4, -6, 17, 1.4, -0.5, 9, 0
(9) NC(=S)Nc1cc(Cl)cc(Cl)c1
→ 3, -3, 0, 2, -3, 0.0, 0.5, -15, -7
(10) N#Cc1cc2c(nc1Cl)CCC2
→ 1, -2, -3, 0, -10, 1.8, 0.4, 2, 5
(11) O=C(CCn1c(=O)oc2ccccc21)N1CCN(c2ccccc2Cl)CC1
→ 3, 2, 16, 13, -20, -1.8, 1.2, 10, -3
(12) Cc1ccc(S(=O)(=O)NCCC(=O)NCc2ccco2)cc1
→ 4, 3, 3, -1, 7, 1.2, 2.3, -5, 5
(13) O=c1cc(N2CCN(Cc3ccccc3)CC2)[nH]c(=O)n1-c1ccc(Br)cc1
→ 0, -3, 1, -3, 3, 0.0, 0.3, -33, 2
(14) CCCCNc1nc2c(-c3ccccc3)nnn2c2ccccc12
→ 0, -9, -3, -2, 0, 2.1, -0.7, -3, -5
(15) CC(C)CCNC(=O)NC(=O)CSc1nnc(COc2ccccc2Cl)o1
→ -3, -11[fluorescence artefact?], 4, -1, -9, 0.4, -0.3, 0, -1

New compounds follow.
Under each structure: Wee1 degr inh, eIF4E 4G PPI, BaF3 parental, Ba/F3 V617F tox, NPY-Y2 PAM-ag, PERK inhibitor, S1P4 ag, Mdm2 ligase inh, S1P4 antag
(16) C=C1C(C(=O)Nc2cccc(OC)c2)C1C(=O)Nc1cccc(OC)c1 (centres undefined)
→ 1, 1, 4, 3, 1, -0.1, -0.4, -11, -39
(17) COc1ccc(C2(CNC(=O)c3ccc(Br)o3)CCOCC2)cc1
→ 0, 0, 0, -4, -2, -0.4, -2.5, -23, -2
(18) Cc1ccc(NC(=O)C(C)c2cccc(C(=O)c3ccccc3)c2)cc1O (centres undefined)
→ -3, -4, 6, -1, 18, 0.5, 1.0, 3, -3
(19) Cc1ccc(-c2nc(CN(C)C(C3CC3)C3CC3)c(C)o2)cc1
→ -2, 0, 6, -2, -10, -0.2, 2.4, -6, -2
(20) Cc1ccccc1OCC(=O)N/N=C/c1ccc2c(c1)OCCO2
→ 1, 0, 4, 0, -18, 0.5, 0.0, -2, -7
(21) O=C(CSc1nc(-c2ccco2)cc(C(F)(F)F)n1)NN1CCOCC1
→ 0, 1, 6, 1, -5, 2.4, 0.1, ., -6
(22) O=C(NCC(=O)N(c1ccccc1)C(C(=O)NCC1CCCO1)c1ccccc1)c1ccco1 (centres undefined)
→ 2, -4, 0, -6, 9, -0.3, -1.1, -11, -2
(23) COc1ccc(NC(=S)NCc2cccnc2)cc1OC
→ -1, 1, 7, 2, 12, -0.5, -0.3, -7, 2
(24) COc1ccccc1-c1nc(-c2ccncc2)no1
→ 0, -19, 6, 2, -1, 1.1, -1.4, -11, 11
(25) c1ccc(-c2cc3c(-n4cccc4)ncnc3o2)cc1
→ -2, 4, 5, 3, -23, 0.8, 1.8, -7, -19
(26) Cc1cccc(NC(=O)Cn2c(=O)n(CCC(=O)NC3CCCC3)c(=O)c3ccccc32)c1
→ -1, 2, 1, -3, -14, 0.3, 1.2, -33, -12
(27) CCn1c(-c2ccco2)nc2ccccc21
→ -1, -1[fluorescence artefact?], 1, 0, 1, 0.4, -0.7, -4, -14
(28) COc1ccc(OC)c(-c2cc(C(=O)NCc3cccs3)no2)c1
→ -1, -3, 0, 0, -3, -0.5, 1.3, -9, -19
(29) O=C(COC(=O)c1ccc[nH]c1=O)Nc1ccc2c(c1)OC(F)(F)O2
→ 7, -2, -4, 4, -12, 0.9, -0.2, -14, 26
(30) CCn1c2ccccc2c2nnc(SCC(=O)OCN3C(=O)c4ccccc4C3=O)nc21
→ -1, -8, 2, 0, -10, 0.4, 1.1, 16, -9

Additional structures follow.
Under each structure: Wee1 degr inh, eIF4E 4G PPI, BaF3 parental, Ba/F3 V617F tox, NPY-Y2 PAM-ag, PERK inhibitor, S1P4 ag, Mdm2 ligase inh, S1P4 antag
(31) O=C(/C=C\c1cccs1)c1c(O)ccc2ccc(=O)oc12
→ 2, 1, 3, -6, -10, -0.1, -0.6, -6, -4
(32) COc1ccc(/C=N/n2c(SC)nnc(C(C)(C)C)c2=O)cc1
→ 0, 0, 3, 1, -10, -0.6, -1.7, -12, 11
(33) COc1cc(C(=O)OCC(=O)Nc2ccc(C(C)=O)cc2)ccc1OCC(=O)N1CCOCC1
→ -3, -5, 4, 2, 10, 0.1, -0.5, -5, -28
(34) CCN(CC)C(=O)NC1CC(=O)N(c2ccc(OC)cc2)C1 (centres undefined)
→ -3, 3, 7, 2, 5, 0.9, 2.6, -14, -6
(35) O=C(CSc1nc(-c2ccco2)cc(C(F)(F)F)n1)Nc1cccnc1
→ -1, -5, 3, 6, 5, -1.2, 1.9, -18, -26
(36) Cc1ccc(S(=O)(=O)N2CCN(C(=O)c3cccs3)CC2)cc1
→ -3, 0, 0, -4, -4, 0.5, -0.4, 12, 2
(37) Cc1noc(C)c1S(=O)(=O)Nc1ccc(C(=O)N2CCN(c3ccc(F)cc3)CC2)cc1
→ 1, 4, 1, 1, 5, 0.7, 0.2, -2, 4
(38) COc1cc2c(cc1OC)C(C(=O)N1CCOCC1)C(c1cccs1)N(C)C2=O (centres undefined)
→ -1, 1, 2, 2, 0, 0.1, 2.0, -7, -17
(39) O=C(Nc1ccccc1)c1ccc(N2CCN(c3ccccn3)CC2)c(S(=O)(=O)N2CCOCC2)c1
→ 2, 6[fluorescence artefact?], 7, -1, -14, -2.1, -0.3, -3, 11
(40) Cc1ccc(COc2cccc3c2CCN(Cc2ccc(F)cc2)C3=O)cc1
→ -1, 5, 3, -3, -14, 0.4, 0.1, -1, -8
(41) COc1ccc(NC(=O)C2CCCN(S(=O)(=O)c3ccc4c(c3)oc(=O)n4C)C2)cc1OC (centres undefined)
→ 0, 2, 2, -4, -10, 0.2, 0.1, -10, 4
(42) Cc1cccc(NC(=O)c2ccccc2OCC(=O)c2ccccc2)c1
→ -2, -3, 5, 2, -7, 0.8, -3.2, 5, 9
(43) Cc1cc(C(=O)OCC(=O)N2CCN(c3ccccc3)CC2)c2ccccc2n1
→ -3, -7[fluorescence artefact?], 6, 0, -14, -0.8, -0.7, -19, -14
(44) Cc1cccc(N2C(=O)CC(NNc3nc4ccccc4s3)C2=O)c1 (centres undefined)
→ 2, 5, -1, -4, 5, 0.8, -1.6, 1, -10
(45) Cc1ccc(C(=O)O)cc1S(=O)(=O)N1CCSCC1
→ -4, 1[fluorescence artefact?], 1, -2, 20, 0.1, -0.1, -17, -3

Reprinted at random: two entries already listed, in no set order.
Under each structure: Wee1 degr inh, eIF4E 4G PPI, BaF3 parental, Ba/F3 V617F tox, NPY-Y2 PAM-ag, PERK inhibitor, S1P4 ag, Mdm2 ligase inh, S1P4 antag
(40) Cc1ccc(COc2cccc3c2CCN(Cc2ccc(F)cc2)C3=O)cc1
→ -1, 5, 3, -3, -14, 0.4, 0.1, -1, -8
(39) O=C(Nc1ccccc1)c1ccc(N2CCN(c3ccccn3)CC2)c(S(=O)(=O)N2CCOCC2)c1
→ 2, 6[fluorescence artefact?], 7, -1, -14, -2.1, -0.3, -3, 11

(list continues)
Under each structure: Wee1 degr inh, eIF4E 4G PPI, BaF3 parental, Ba/F3 V617F tox, NPY-Y2 PAM-ag, PERK inhibitor, S1P4 ag, Mdm2 ligase inh, S1P4 antag
(46) COc1ccc2nc(SCC(=O)N3CCN(c4ccc(F)cc4)CC3)c(C#N)cc2c1
→ 4, 2, 3, -5, -4, -1.0, 4.0, -9, -7
(47) OCCN(/C=N/c1nc(-c2ccc(Br)cc2)cs1)CCO
→ -1, 4, 5, 2, 3, 0.6, -0.4, -27, -18
(48) COc1cc(OC)cc(C(=O)NCCSc2c[nH]c3ccccc23)c1
→ 3, -7, 4, 2, -17, -1.0, 2.0, -10, 6
(49) Cc1cnc(C(=O)OCC(=O)N2CCN(C(=O)c3ccco3)CC2)cn1
→ 2, 0[fluorescence artefact?], 0, -4, 20, 1.6, -0.5, -12, -2
(50) COc1cccc(-n2c(=O)c3c(C)c(C(=O)N(C)C)sc3n(CC(=O)NCCc3ccc(OC)c(OC)c3)c2=O)c1
→ -3, 5, 3, 3, -20, 1.0, 0.9, 12, -6
(51) Cc1c(CCO)c(=O)n(-c2ccccc2)n1S(=O)(=O)c1ccc(Cl)cc1
→ 2, -2, 10, 0, -8, 0.6, 1.0, -3, -5
(52) CC1(C(=O)NCCCN2CCOCC2)Oc2cccnc2NC1=O (centres undefined)
→ -3, 3, 0, -1, 15, 0.4, 0.8, -7, -4
(53) Cc1cccc(OCC(=O)NNC(=O)c2ccc([N+](=O)[O-])cc2)c1
→ -2, -3, 1, -3, 2, 0.2, 1.6, 1, -12
(54) CCOCCOc1nc(C)cc(C)c1S(=O)(=O)c1ccccc1C
→ -3, -1, 7, 0, 17, 0.0, 0.4, 2, 18
(55) CCOC(=O)c1sc(C)c2c(=O)n(CCCN3CCOCC3)cnc12
→ -2, -4, 7, 1, 1, 0.2, -0.9, -7, -13
(56) CCc1nnc(NC(=O)CCC(=O)NC2CCCc3ccccc32)s1 (centres undefined)
→ -3, 22, 5, -3, 8, 0.7, 0.3, -6, -7
(57) Cc1c(NC(=O)CN2CCCc3ccccc32)c(=O)n(-c2ccccc2)n1C
→ 0, 7, 3, -1, 2, 0.1, 2.6, -9, -1
(58) Cc1cccc(N(C)S(=O)(=O)c2ccc3[nH]c(=O)c(=O)[nH]c3c2)c1
→ -1, -2, 2, -2, 10, 1.5, 0.5, -19, -10
(59) CCOC(=O)c1cc([N+](=O)[O-])sc1NC(=O)CC
→ 1, -6, 7, 1, -10, 1.2, 1.8, 4, -3
(60) CCc1cc2c(=O)n(C(C)C(=O)OC3CCCCC3)cnc2s1 (centres undefined)
→ -2, 2[fluorescence artefact?], 0, -2, -9, -0.3, 3.1, -4, -11
